Assay outcomes from PubChem.
Wee1 degr inh: inhibitors of human Wee1 degradation; HeLa Luc-Wee1K328M stability, luciferase luminescence; 100% = proteasome inhibitor MG132 effect; AID 1321; P30291; 220,000 compounds, 1.2% hits; reporter increase, % at 5 µM;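 active means activation above the mean of all tested compounds plus 3 SD, set per screening run, cut at about 8.8% in these data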;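 further: cells exposed to compound for 20 h before luminescence read; 0% = DMSO alone and 100% = MG132 at 30 µM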
Runt-SMMHC FRET: blocks binding of human RUNX1 Runt domain to CBFb-SMMHC. Q01196+Q13951. Cerulean-Runt/Venus-CBFb-SMMHC FRET ratio 530/480, 1 h. inhibition, % at 20 µM. 220,000 compounds, 0.74% hits. AID 1434;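 active means mean inhibition across duplicate retests at 20 µM reaching about 50%, limit read from the data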;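 further: 0% = DMSO wells and 100% = wells with excess untagged CBFb-SMMHC; inhibitors lower the FRET ratio by blocking Runt binding to CBFb-SMMHC; some results filed as inactive read as strong as hits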
Target sequence (Q01196 whole entry, looked up, the tested form may be a part): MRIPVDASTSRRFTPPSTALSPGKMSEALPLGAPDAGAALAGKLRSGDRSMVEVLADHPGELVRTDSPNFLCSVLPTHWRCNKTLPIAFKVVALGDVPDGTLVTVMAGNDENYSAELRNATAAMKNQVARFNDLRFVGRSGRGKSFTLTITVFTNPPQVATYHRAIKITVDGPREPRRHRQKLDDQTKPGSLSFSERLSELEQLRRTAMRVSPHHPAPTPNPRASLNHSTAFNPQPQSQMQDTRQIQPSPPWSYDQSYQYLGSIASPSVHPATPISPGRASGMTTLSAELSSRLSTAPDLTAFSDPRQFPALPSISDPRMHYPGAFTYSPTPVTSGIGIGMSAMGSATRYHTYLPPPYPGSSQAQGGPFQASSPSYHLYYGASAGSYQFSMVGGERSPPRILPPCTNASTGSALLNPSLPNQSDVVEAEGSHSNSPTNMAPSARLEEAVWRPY
Target sequence (Q13951 whole entry, looked up, the tested form may be a part): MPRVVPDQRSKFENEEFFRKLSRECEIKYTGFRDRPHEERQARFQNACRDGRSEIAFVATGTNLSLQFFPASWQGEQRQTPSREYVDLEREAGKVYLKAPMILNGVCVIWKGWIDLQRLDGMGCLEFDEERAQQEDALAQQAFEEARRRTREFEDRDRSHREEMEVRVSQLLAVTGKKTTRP
thrombin 1536: blocks human thrombin protease activity. P00734. alpha-thrombin, Boc-VPR-AMC fluorogenic substrate cleavage. inhibition, % at 5 µM. 220,000 compounds, 0.26% hits. AID 1046;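 active means inhibition at or above 40%; inactive means inhibition below 40%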;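 further: 0% = enzyme with no compound and 100% = wells without enzyme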
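Material: human alpha-thrombin protein. Incubation: reaction at ambient temperature. Technique: fluorescence of released AMC, ex 355 nm, em 460 nm. Control set: no-compound enzyme wells and no-enzyme blanks. Also added: Boc-VPR-AMC substrate, 15 µM final. Buffer or medium: pH 7.5 Tris (50 mM) with NaCl 150 mM, Tween 20 0.05%.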
FXIIa inh 1536: factor XIIa (human) inhibition | purified FXIIa, Boc-QGR-AMC fluorogenic substrate, 2 h | inhibition, % at 5 µM | P00748 | 220,000 compounds, 0.3% hits; in the data active means inhibition above about 40%;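 further: 0% = enzyme with no compound and 100% = blank without enzyme; many of its hits are not listed in these tables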
Runt-CBFb FRET: inhibitors of human RUNX1 Runt domain binding to CBFb | Cerulean-Runt/Venus-CBFb FRET ratio 530/480, 1 h | inhibition, % at 20 µM | 220,000 compounds, 0.46% hits;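 active means inhibition over about 50% at 20 µM in the single-dose screen, limit read from the data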;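 further: 0% = DMSO wells and 100% = excess unlabeled CBFb competitor control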
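Reagent – Venus-CBFb binding partner, 100 nM · Assay system – Cerulean-tagged RUNX1 Runt domain (FRET donor) fusion protein · Input – 100 nM per protein · Incubation – two 1 h room-temperature incubations shielded from light · Measured by – FRET fluorescence · Medium – Tris buffer pH 7.5 with salts and BSA · Benchmarks – unlabeled CBFb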
Hck-Nef inh: human Hck-Nef kinase inhibition | P08631 | Recombinant Hck-YEEI plus Nef, Z-Lyte FRET kinase assay | inhibition, % at 20 µM | 220,000 compounds, 0.68% hits | AID 463187;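 active means Hck-Nef kinase inhibition above about 50%, limit read from the data; inactive means inhibition below that limit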;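 further: 0% = DMSO with Hck plus Nef and 100% = Hck alone without Nef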
14-3-3 Bad inh: disrupts binding of bovine 14-3-3 zeta to phospho-Bad peptide | P63103 | TR-FRET 14-3-3zeta/Dy647-pBad peptide displacement, 1 h | inhibition, % at 21.7 µM | 220,000 compounds, 0.71% hits | AID 781;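 active means inhibition above about 70%, limit read from the data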;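 further: 0% = full 14-3-3 plus peptide FRET controls and 100% = background without 14-3-3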
FXIa inh 1536: factor XIa (human) inhibition | P03951 | purified FXIa, Boc-Glu-Ala-Arg-AMC fluorogenic substrate | inhibition, % at 5 µM | 220,000 compounds, 0.14% hits | AID 798;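 active means inhibition of at least 40%; inactive means inhibition below 40%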;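 further: fluorescence of freed AMC excited at 355 nm; 0% = enzyme without compound and 100% = no enzyme blank; many of its hits are not listed in these tables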
hK5 inh: inhibitors of human kallikrein 5. 210,000 compounds, 0.59% hits. inhibition, % at 5 µM. AID 873. Q9Y337. recombinant hK5, fluorogenic AMC substrate cleavage;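 active means inhibition of 40% or more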;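 further: 0% = enzyme controls without compound and 100% = no-enzyme blanks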
Target sequence (Q9Y337 67-293 limits assumed): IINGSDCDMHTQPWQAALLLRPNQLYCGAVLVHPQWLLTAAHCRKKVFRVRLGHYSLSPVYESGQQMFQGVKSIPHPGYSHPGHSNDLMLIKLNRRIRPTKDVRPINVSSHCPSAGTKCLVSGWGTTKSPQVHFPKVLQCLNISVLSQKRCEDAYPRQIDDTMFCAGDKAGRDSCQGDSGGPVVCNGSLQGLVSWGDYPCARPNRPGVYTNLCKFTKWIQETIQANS
* hit, by the source's call; x = no result given; & = joins results of further samples; [ ] = another dose, or the depositor's remark. Rows are unselected. Share with any hit: about 4.2%.

SMILES	Wee1 degr inh	Runt-SMMHC FRET	thrombin 1536	FXIIa inh 1536	Runt-CBFb FRET	Hck-Nef inh	14-3-3 Bad inh	FXIa inh 1536	hK5 inh
COc1ccc(C(=O)NC2(C(F)(F)F)C(=O)N(Cc3ccco3)C3=C2C(=O)CC(C)(C)C3)cc1OC (centres undefined)	-1	2	-3	1	x	1	3	-9	29
CCOC(=O)c1ccc(N=CC2=C(O)CC(C)(C)CC2=O)cc1	1	0	-3	6	1	2	-5	-5	-5
COCCN=c1scc(-c2cc(OC)ccc2OC)n1/N=C/c1c[nH]c2ccccc12	0	-11	-7	2	-22	1	3	-1	-10
O=C(CSc1nc2ccccc2c(=O)n1CCC(=O)N1CCN(c2ccccc2)CC1)NCC1CCCO1 (centres undefined)	-3	5	-11	7	0	27	11	2	7
Cc1cc(C)c[n+](-c2nc3ccccc3nc2C(=C=[N-])C#N)c1	-4&-1	13&4	-22	6	20&4	17&6	-4&17	-10	-5
Cn1nc(C(=O)NNc2c(F)c(F)cc(F)c2F)c2ccccc2c1=O	-3	1	14	10	0	16	4	2	-1
Cc1cccc(NC(=O)c2oc3c(c2C)C(=O)CC(C)(C)C3)n1	-2	0	4	14	-2	7	-5	3	-1
COc1ccc(OCCOC(=O)Nc2ccccc2)cc1	-2	-2	-6	18	1	5	-4	2	-8
Cc1ccc2c(c1)C(=O)c1c(C(=O)O)cccc1-2	0	3	-11	7	0	22	-15	1	6
O=C1NC(=O)/C(=C/c2ccc(N3CCOCC3)o2)N1	-2	-59	-1	4	1	-1	4	1	0
CNC(=S)N/N=C(\C)c1ccc(N2CCOCC2)cc1	0	-2	-10	10	2	0	-4	15	-11
CC1(C)C(c2ccco2)=[N+]([O-])C2(CCCCC2=O)N1O (centres undefined)	-2	1	0	10	-1	5	-5	-3	-8
Cn1c(=N)n(CC(=O)c2cccs2)c2ccccc21	-4	-8	14	16	-1	-1	-10	-3	45*
COc1ccc(NC2=NC3(CCCCC3)N=C(N)N2)cc1	-1	-13	10	-1	-2	15	0	-12	-20
Fc1ccccc1CN1CCCN(C(=S)Nc2cccc(Cl)c2)C1	-2	-5	6	11	2	23	-14	-4	3
CCOc1ccc(Cl)cc1S(=O)(=O)NCc1cccnc1	-1	-1	7	3	3	-21	-5	-10	-17
CCOC(=O)c1sc(C)c2c1NC(C)(c1cccc3ccccc13)NC2=O (centres undefined)	-1	1	0	5	1	0	10	-1	-5
O=C(c1ccc(Oc2ccccc2)cc1)C1CCCN(C(=O)c2cnccn2)C1 (centres undefined)	-1	1	-7	4	0	-1	2	-2	0
Cc1nc2cc(C(F)(F)F)ccc2n1C1CCN(CC(=O)N2CCOCC2)CC1	2	4	-7	0	0	2	-6	-6	-1
CSc1ccc(/C=N/NC(=O)c2cc(O)cc(O)c2)cc1	1	0	-4	6	3	7	5	1	-2
CC(=O)c1ccc(NC(=O)Nc2ccc(NS(=O)(=O)c3ccc(C)cc3)cc2)cc1	-3	-3	-9	-2	-3	1	6	-10	-14
CCCCCCCCNC(=O)/C(C#N)=C/c1ccc2c(c1)OCCO2	0	-5	-12	13	-5	4	0[fluorescence artefact?]	5	-10
Cc1nc2cc(NS(=O)(=O)c3ccccc3)ccc2n1C	-3	1	-2	4	-1	24	-3	-6	11
CCCCCCCCNc1nc(Cl)nc(NCCN2CCOCC2)n1	-3	-6	-1	5	0	18	0	-6	-2
Brc1ccc(-c2nnc3ccc(N4CCN(c5ccccc5)CC4)nn23)cc1	-3	-4	1	10	-5	3	43[fluorescence artefact?]	6	1

Some of these compounds in order of the Runt-CBFb FRET value, falling.
SMILES	Wee1 degr inh	Runt-SMMHC FRET	thrombin 1536	FXIIa inh 1536	Runt-CBFb FRET	Hck-Nef inh	14-3-3 Bad inh	FXIa inh 1536	hK5 inh
CCOc1ccc(Cl)cc1S(=O)(=O)NCc1cccnc1	-1	-1	7	3	3	-21	-5	-10	-17
CNC(=S)N/N=C(\C)c1ccc(N2CCOCC2)cc1	0	-2	-10	10	2	0	-4	15	-11
COc1ccc(OCCOC(=O)Nc2ccccc2)cc1	-2	-2	-6	18	1	5	-4	2	-8
Cc1nc2cc(C(F)(F)F)ccc2n1C1CCN(CC(=O)N2CCOCC2)CC1	2	4	-7	0	0	2	-6	-6	-1
CCCCCCCCNC(=O)/C(C#N)=C/c1ccc2c(c1)OCCO2	0	-5	-12	13	-5	4	0[fluorescence artefact?]	5	-10

Next structures:
SMILES	Wee1 degr inh	Runt-SMMHC FRET	thrombin 1536	FXIIa inh 1536	Runt-CBFb FRET	Hck-Nef inh	14-3-3 Bad inh	FXIa inh 1536	hK5 inh
CC(C)c1cc(CN2CCOCC2)cc(C(C)C)c1O	2	2	-9	3	2	-8	-7	-4	2
COc1cc(Cl)c(C)cc1NC(=O)CNC(C)c1ccccc1OC (centres undefined)	1	1	-12	1	-3	10	-4	-5	-8
COc1cccc(N2CCN(C(=O)c3cccn4c(=O)c5c(C)c(C)sc5nc34)CC2)c1	-1	-24	4	6	x	-11	-15	-2	-15
CCCOC(=O)c1sc2nc3c(cc2c1N)C(=O)CCC3	3	-2	6	21	-1	-1	15	-4	-15
COc1ccc(NC(=O)C2=C(C)NC(=O)NC2c2cccs2)c(OC)c1 (centres undefined)	-2	3	-12	3	0	19	-1	-4	-5
Cc1[nH]c(=O)[nH]c(=O)c1S(=O)(=O)Nc1ccc(Oc2ccccc2)cc1	-2	-11	2	17	-2	0	9	9	-19
O=C(N/N=C\c1ccccn1)C1COc2cc3ccccc3cc2O1 (centres undefined)	0	0	-10	7	-1	0	-6	0	-76
OCCOCCn1c2ccccc2c2ccccc21	2	3	2	23	1	1	25	21	-16
COc1cccc(C(=O)Nc2cccc(OC(C)=O)c2)c1	1	-3	-4	37	1	1	12[fluorescence artefact?]	15	-4
CC(=C/c1ccccc1)/C=N/NC(=O)CSc1nc(C)cc(C)n1	4	2	-3	9	-2	-1	0	3	14
C[C@H]1CC[C@]2(O[C@H](CCO)C[C@@H](O)[C@@H]2O)O1	x	-2	3	11	0	10	2	5	7
CCOc1cc2[nH]c(=S)n(CCCN(CC)CC)c(=O)c2cc1OCC	-2	-4	2	11	5	-2	-3	6	-2
O=C(Nc1ccccc1NC(=O)c1ccco1)c1ccco1	-4	2	3	13	-4	1	-3	8	-13
O=C(NCc1cccs1)C1CCCN1C(=O)NC1CCCCC1 (centres undefined)	-2	2	3	16	-1	-1	-1	4	-1
COCc1cc(=O)n2[nH]c(-c3ccccc3)cc2n1	-2	3	-2	6	9	0	5	0	4
O=c1[nH]cc(C(F)(F)F)cc1NS(=O)(=O)c1ccccc1[N+](=O)[O-]	-2	-2	26	16	2	15	-1	6	14
CCCc1[nH]nc2c1C(c1ccc(OC)c(Cn3nnc4ccccc43)c1)C(C#N)=C(N)O2 (centres undefined)	3	-2	-1	11	0	0	3	-1	1
O=C(/C=C/c1cccs1)NC(=S)NNC(=O)c1ccccc1O	-2	-4	-5	11	-2	24	-23	2	-9
CCCN(Cc1nc(-c2ccc(Cl)cc2)no1)CC1CCCO1 (centres undefined)	3	-1	-7	15	-4	11	0	9	3
Cc1ccc2nc(Cl)c(/C=N/n3c(C)nnc3C)cc2c1	3	-2	-7	7	0	26	-4	-4	-5
Cn1c(/C=N/O)nc2ccccc21	-2	-3	1	8	-1	10	4	1	0
O=S(=O)(c1cccc(S(=O)(=O)N2CCC(N3CCCCC3)CC2)c1)N1CCOCC1	1	1	0	11	1	-9	-10	-1	-17
NS(=O)(=O)c1ccc(CCNC(=O)c2cc(-c3cc(Cl)ccc3O)n[nH]2)cc1	-2	-1	-12	1	2	8	-4	-17	24
O=C(O)C1CCCCN1S(=O)(=O)c1cccc2nsnc12 (centres undefined)	0	1	-3	6	1	2	4	7	-5
CCN(/N=C/c1ccc(N(C)C)cc1)c1nc2ccccc2[nH]1	0	-8	0	9	13	-7	3	7	-5
The results go on.
SMILES	Wee1 degr inh	Runt-SMMHC FRET	thrombin 1536	FXIIa inh 1536	Runt-CBFb FRET	Hck-Nef inh	14-3-3 Bad inh	FXIa inh 1536	hK5 inh
COc1cccc(/C=N/n2c(-c3cc(C)[nH]n3)n[nH]c2=S)c1O	4	14	-6	4	10	-106	-8	-6	-16
COc1ccc(Cc2cc(-c3ccc(F)cc3)n[nH]c2=O)cc1	-1	0	-2	9	-1	22	7	0	0
O=C(Nc1cccnc1Oc1ncnc2cc(Cl)ccc12)c1ccc(F)cc1	0	-7	-10	0	2	14	-1	-4	-3
CC(C)NS(=O)(=O)c1ccc(N2C(=O)c3ccccc3C2=O)cc1	2	-3	5	-5	0	0	-10	9	-6
COc1cccc2c1N1C(=O)c3c(C(=O)O)cccc3C1CC2(C)C (centres undefined)	1	0	-5	10	-1	2	16	4	-2
CCOc1ccc(NC(C)=O)cc1[N+](=O)[O-]	-1	-2	-7	2	-1	18	0	-6	-3
Cc1ccc2c(C(=O)CNc3nncs3)c(C)[nH]c2c1	-1	-4	-3	1	-2	9	1	7	2
CCOC(=O)C(C)Sc1nnc(Cn2c(=O)sc3ccccc32)n1-c1ccccc1 (centres undefined)	1	-4	0	4	1	1	-1	-6	13
CC1=NN(c2ccccc2)C(=O)C1(C)C	2	-2	1	13	x	1	2	-2	-8
Cc1cccc2nc(-c3cccnc3)c(NCCC(C)C)n12	-2	1	-6	10	-3	21	-6	-1	3
CCN(C(=O)CSc1cc(-c2ccccc2)c2ccc(OC)cc2n1)C1CCS(=O)(=O)C1 (centres undefined)	2	-6	-13	7	-6	-1	-40[fluorescence artefact?]	-9	-9
COc1ccc(/C=C/c2c([N+](=O)[O-])c(=O)n(C)c(=O)n2C)cc1O	-2	2	-2	-4	-1	-20	20[fluorescence artefact?]	-6	-7
O=C(CSc1nccn1-c1ccccc1)Nc1ccc2c(c1)OCO2	0	-2	2	10	2	-22	-2	4	-9
Cc1ccccc1C(=O)Nc1nc(SCc2ccc(Cl)cc2)n[nH]1	0	-2	-4	6	-1	15	1	8	3
CCCCCOC(=O)Nc1nnc(CCC)s1	-1	0	0	12	-4	1	13	-1	-1
COc1ccccc1C(=O)Nc1cccc(S(=O)(=O)N2CCCC2)c1	2	-2	-3	0	0	4	-2	-3	-1
O=Cc1c(C(=O)O)n(CC(=O)O)c2ccccc12	-2	-2	-3	-1	1	4	0	3	16
COc1ccc(NC(=O)CC2Nc3cccc4cccc(c34)NC2=O)cc1 (centres undefined)	1	-40	1	12	3	20	-12	1	4
C=CCn1c(C)cc(C(=O)CSc2nnc(Cc3ccccc3)o2)c1C	1	-2	2	5	-2	1	-8	0	-12
COCCNC(=O)c1ccc(Cn2c(=S)[nH]c3cc4c(cc3c2=O)OCO4)cc1	-3	-17	0	14	1	9	-1	7	-3
